Source: PubChem BioAssay
MT stabilizer – microtubule stabilizers in HeLa cells, primary screen, imaging, high-content imaging; HeLa tubulin immunostaining HCS, 24 h; share of cells brighter than vehicle mean+2SD; % tubulin-high responders, % at 10 µM; 200,000 tested, 0.83% active; AID 2205, 2009;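 active = plate Z-score above 3 for both tubulin-high and condensed-nucleus cell shares, with cell loss under 80%, at 10 µM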;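 also: anti alpha tubulin signal scored within the nucleus-defined area of each cell; some results filed as inactive read as strong as hits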
HEK293 NOD2/NF-kB – NOD2 signaling inhibitors, cell-based, luminescence, uHTS, HEK293 (AID 1566); 290,000 tested, 0.63% active; inhibition, % at 4 µM; hits with a dose series show EC50 in µM; HEK293 NOD2/NF-kB luciferase reporter, luminescence; higher % means a stronger effect; in the data active = inhibition above about 50%; also: many of its hits are not listed in these tables
Dynein transport – inhibitors of GR-EGFP nuclear translocation, primary screen, dynein cargo transport inhibitor project, imaging, high-content, 3617.4 mouse cells | test concentration mostly 20 µM; stimulated with dexamethasone, 1 µM; stronger effect = lower value | z-score, hits read low | 220,000 tested, 0.47% active | AID 1381, 2008;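 active = plate z-score of nuclear minus cytoplasmic receptor signal below a set negative limit, without overly bright fluorescence or cell loss, cut at about -3.5 in these data, passing the limit was not always enough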;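 also: z-score of nuclear minus cytoplasmic ring GR-EGFP intensity difference per well; some compounds called inactive have numbers as strong as hits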
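Medium: Induction medium lacking tetracycline, stripped serum | Probe or stimulus: 1.0 µM final dexamethasone stimulus | Schedule: 48 h induction, then 1 h compound, then 30 min agonist, 37 °C | Signal: Automated 10x imaging of fixed Hoechst-stained cells | Evaluation: Per-cell GR-EGFP intensity, nucleus versus surrounding cytoplasmic ring, well-averaged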
M17LAP inhibition – P. falciparum M17LAP inhibitors, primary screen, biochemical, fluorogenic H-Leu-NHMec substrate, 1536-well (AID 1619); Leucine aminopeptidase (Plasmodium falciparum (isolate 3D7)); recombinant M17LAP, H-Leu-NHMec fluorogenic kinetic assay; higher % means a stronger effect; one-dose inhibition, % at 30 µM; IC50 in µM for titrated hits; 220,000 tested, 0.38% active;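 active = compound inhibiting the enzyme by more than half at any dose during confirmatory dose-response retesting; inconclusive = strong single-dose inhibitors picked by rank but not retested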;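 also: plate controls were full reaction with DMSO carrier for no effect and no enzyme background for full effect; strong numbers were not always called active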
NOD1 inhibition – NOD1 signaling inhibitors, primary screen, cell-based, luminescence, uHTS (AID 1578); NOD1-driven NF-kB luciferase reporter cells, luminescence; higher % means a stronger effect; inhibition, % at 4 µM, or EC50 in µM where a hit was titrated; 290,000 tested, 1% active; in the data active = inhibition mostly above about 36%, no sharp cut-off; inactive = mostly below about 34%;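 also: HEK-293T reporter cells stimulated with the NOD1 agonist gamma-tri-DAP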
Autophagy mod – autophagy modulators in MEF cells, primary screen, imaging, high-content, MEF GFP-LC3. MEF GFP-LC3 puncta imaging; test concentration mostly 10 µM. calls only at 10 µM (by protocol). 190,000 tested, 0.98% active. AID 463193, 2010;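 active = percentage of spot-positive cells more than 3 SD above its plate mean, without a fluorescence outlier flag or 80% toxicity; inconclusive = no clear call, values can overlap the other calls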;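 also: spot-positive cell cutoff set from DMSO-treated cells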
bCat nuc transl – modulators of beta-catenin nuclear translocation, primary screen, imaging, HeLa cells, immunofluorescence, high-content. nuclear translocation activity, % at 5 µM. 190,000 tested, 0.3% active. AID 1665, 2009;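 active = nuclear translocation activity above 50% at 5 µM, with a well cell count of 50 or more; inconclusive = wells under 50 cells across six images, flagged as toxic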;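 also: per-cell ratio of nuclear to cytoplasmic median beta-catenin stain intensity; plate controls were DMSO negative control for no effect and GSK-3 inhibitor IX positive control for full effect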
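Test system: human HeLa cells, native beta-catenin. Compound dosing: 5 µM primary single dose, 0.1% DMSO, 0.02–20 µM confirmation series. Incubation: compound exposure 24 h at 37°C. Detection: beta-catenin immunostaining with DAPI counterstain, 20x imaging, 6 fields/well. Read-out basis: Nuclear/cytoplasmic beta-catenin signal ratio, % activation.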
Insulin prom up – insulin promoter activators in MIN6 cells, imaging, high-content screening, mouse beta cells; AID 1625, 2009; MIN6 insulin promoter-GFP reporter; stronger effect = higher value; 190,000 tested, 0.3% active; z-score at 5 µM;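 active = z-score above 3 at 5 µM with at least 500 cells counted in the well; inconclusive = wells under 500 cells, flagged as cytotoxic or low count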
Yfh1-depleted yeast – enhancers of respiration in Yfh1-depleted yeast, dose response, Friedreich's ataxia, plus single-dose screen (AID 1465) | S. cerevisiae Yfh1-off respiration, WST-1 reduction, 72 h; higher fold induction means a stronger effect | fold induction at 50 µM, or EC50 in µM where a hit was titrated | 220,000 tested, 0.074% active;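 active = fold induction of absorbance versus untreated yeast above a set limit, then at least 30% activation at any dose in follow-up; inconclusive = repeats straddling the limit, or above it without dose testing; inactive = fold induction below the set limit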;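 also: activators that raise dye reduction in frataxin-depleted yeast; strong numbers were not always called active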
Dynein transport cytoplasmic EGFP – also measured in Dynein transport; calls as there; z-score; measured here: cytoplasmic GR-EGFP intensity; stronger effect = higher value
Dynein transport nuclear GR-EGFP – also measured in Dynein transport; calls as there; z-score; measured here: nuclear GR-EGFP intensity;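 lower value marks the stronger effect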
Dynein transport cell count – second read-out of Dynein transport, no call of its own (marks repeat the call); z-score; measured here: cell count per field
Insulin prom up cell count – further read-out of Insulin prom up, marked with its call; cell count; measured here: cytotoxicity, nuclei count;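 total cells summed across four imaged fields per well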
bCat nuc transl cell count 5 µM – also measured in bCat nuc transl; calls as there; cell count; measured here: cell count, cytotoxicity flag
MT stabilizer Hoechst-high % – further read-out of MT stabilizer, marked with its call; % Hoechst-high responders; measured here: nuclear condensation Hoechst responders;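 share of cells brighter than vehicle mean plus two SD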
MT stabilizer cytotoxicity % – recorded beside MT stabilizer, whose call it bears; toxicity, %; measured here: cytotoxicity by cell density;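 0% = mean cell density of plate MIN control wells and 100% = no cells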
Autophagy mod cell loss 18 h – recorded beside Autophagy mod, whose call it bears; toxicity, %; measured here: cell loss, nuclei count;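 cell loss after 18 h compound exposure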
* hit, by the source's call; i = inactive; ? = inconclusive; / = not tested or not shown. Not all compounds are listed; rates above refer to the full screens.

Values run as follows: M17LAP inhibition	MT stabilizer cytotoxicity %	Insulin prom up	bCat nuc transl	bCat nuc transl cell count 5 µM	Dynein transport	Dynein transport cytoplasmic EGFP	Dynein transport nuclear GR-EGFP	HEK293 NOD2/NF-kB	Autophagy mod	Insulin prom up cell count	Dynein transport cell count	Autophagy mod cell loss 18 h	Yfh1-depleted yeast	MT stabilizer	NOD1 inhibition	MT stabilizer Hoechst-high %
Cc1ccc(-c2nn3nnnc3c3ccccc23)cc1C
  3%	3.9	1.3	1.4	1335	0.2	-0.19	-0.0032	6%	i	1694	0.28	-1	i	2.6	2%	1.0
CC1=NN2C(=N)/C(=C\c3cc(C)n(-c4ccc(C)cc4)c3C)C(=O)N=C2S1
  -2%	/	-0.65	-0.1	1303	0.15	-0.22	0.66	6%	/	1497	0.11	/	i	/	-7%	/
CC(C)(C)c1cc2nc3c(c(=O)n2[nH]1)CN(Cc1ccccc1)C3=O
  -38%	/	/	-3.7	1108	-0.41	-0.037	-0.24	-18%	/	/	0.38	/	i	/	7%	/
Cc1oc2ccc(OS(C)(=O)=O)cc2c1C(=O)OC(C)C
  -4%	2.1	?	/	/	-1.2	-0.34	-0.71	0%	i	/	2.1	-1	i	4.8	-7%	3.7
O=c1c2ccccc2cnn1Cc1n[nH]c(=S)n1-c1ccccc1
  22%	8.9	0.21	-0.9	905	-0.094	-0.25	-0.18	-18%	i	1340	0.24	-3	i	4.7	-47%	3.0
CCOc1ccc(N2CC(C(=O)N/N=C/c3sccc3C)CC2=O)cc1 (stereo not given)
  2%	/	-0.39	-0.3	1292	-0.32	-0.24	0.25	7%	/	1102	0.1	/	i	/	2%	/
NC1=C(c2ccc(F)cc2)C(=O)CS1
  2%	3.2	-0.21	1.9	573	-0.84	-0.21	-0.16	9%	i	1175	0.057	10	i	4.4	16%	2.3
Cc1cc(C)cc(-n2c(C)cc(/C=N/NC(=O)CSc3ncccn3)c2C)c1
  27%	52	0.3	0.8	1318	0.31	-0.36	0.39	-1%	i	1531	0.092	13	i	33	19%	9.2
Fc1ccccc1CSc1ccc(-c2ccco2)nn1
  15%	6.6	-0.33	0.9	1088	0.15	-0.29	-0.15	-76%	i	1038	0.41	2	i	1.9	-45%	1.0
COc1ccc(CCNC(=O)C2CC(=O)N(C3CCCCCCC3)C2)cc1OC (stereo not given)
  -2%	3.4	0.16	2.8	1404	-1.5	-0.24	-1.2	9%	i	1411	0.94	-10	i	2.7	-24%	2.3
Cc1ccc2c(Cl)cc(Cl)c(OCC(=O)N3CCCC3)c2n1
  -2%	3.7	-0.82	7.0	957	0.2	-0.36	0.39	18%	i	1086	-0.46	-2	i	2.7	-6%	2.2
Cc1cc(C)c(C)c(OCCOCCN2CCN(C)CC2)c1
  1%	4.9	0.31	0.2	976	-0.047	-0.33	-0.44	-2%	i	1285	0.45	8	i	2.5	10%	1.7
CCn1c(/C=C/N(C)c2ccccc2)[n+](CC)c2ccc(Cl)cc21
  -6%	3.3	?	-0.8	1044	-0.38	-0.17	-0.37	27%	i	/	-0.95	-9	i	2.8	42%	2.6
Cc1cccc(C)c1NC(=S)N/N=C/c1ccccc1C(=O)O
  7%	/	0.57	0.2	1340	0.14	0.16	0.043	1%	/	1139	0.13	/	i	/	-12%	/
COC(=O)c1c(NC(=O)/C=C/C(=O)O)sc(C)c1-c1ccc(C)c(C)c1
  36µM*	12	0.32	-2.4	497	0.1	-0.26	0.18	9%	i	953	-0.39	-15	i	1.9	27%	3.5
CC(=O)Nc1ccc(N(C)C)cc1[N+](=O)[O-]
  -2%	9.5	0.79	-1.4	746	0.13	-0.21	-0.12	3%	i	1566	-0.3	-31	i	2.5	-22%	1.3
O=C(Nc1ccccc1-c1ccccc1)C(=O)Nc1ccccc1-c1ccccc1
  6%	/	0.11	-0.3	1313	0.44	-0.72	-0.089	15%	/	1014	-0.83	/	i	/	-9%	/
CCCC(=O)NC(=S)Nc1ccccc1F
  -1%	8.9	-1.3	0.2	1273	-0.2	-0.041	0.34	11%	i	1614	0.26	-10	i	2.6	-29%	1.8
S=C(Nc1ccc2nsnc2c1)N1CCCC1
  -5%	6.6	0	0.2	908	1.1	-0.12	0.84	-79%	i	1473	-0.033	14	i	2.2	-22%	1.1
O=C(CSc1nc(O)cc(=O)n1-c1ccccc1)Nc1ccc(Br)cn1
  10%	11	0.26	-0.6	1488	-0.061	-0.32	0.29	12%	i	1468	0.4	7	i	4.5	-6%	4.1
Cc1csc(NC(=O)CSc2nnc(-c3ccoc3C)n2C(C)c2ccccc2)n1 (stereo not given)
  -9%	/	0.19	-0.9	1318	0.24	-0.22	0.73	-10%	/	879	-1.2	/	i	/	-11%	/
COCCNC(=O)c1ccccc1NC(=O)Cc1ccccc1[N+](=O)[O-]
  3%	2.8	0.09	-0.4	1093	1.6	-0.26	1.1	-8%	i	1350	-1.2	-23	i	4.5	-24%	2.0
CCOCCCn1c(-c2ccc(Cl)cc2)n[nH]c1=S
  7%	4.1	-0.45	-2.0	1180	-0.65	-0.26	-0.13	4%	i	885	0.88	6	i	2.8	-12%	1.8
COc1ccc(Cl)cc1NC(=O)[C@@H]1CCCN1C(=O)c1cccs1
  2%	7.3	-0.1	9.2	996	0.97	-0.07	0.73	10%	i	1519	-1.2	-4	i	2.2	-20%	3.3
Cc1ccc(S(=O)(=O)NCCc2nnc3ccc(SCc4cccnc4)nn23)cc1
  10%	6.4	0.32	-0.3	905	-0.48	-0.091	0.2	16%	i	1607	1.3	20	i	2.3	24%	1.6
Cc1ccc(NC(=O)CO/N=C/c2ccccc2C)c(C)c1
  9%	2.2	-0.77	2.0	1021	1	-0.18	0.66	20%	i	1060	-0.22	4	i	3.5	-12%	2.4
Cn1nnc2c(sc3nc(N4CCOCC4)c4c(c32)CCCC4)c1=O
  -1%	6.0	-0.03	0.8	1034	0.069	-0.21	0.55	13%	i	1732	0.27	9	i	4.1	-20%	2.8
CC(/C=N/NC(=O)c1ccccn1)=C\c1ccco1
  10%	/	/	-0.8	1327	-0.75	-0.23	0.25	-79%	/	/	-0.17	/	i	/	-2%	/
COc1ccc(C2NC(=O)NC(C)=C2C(=O)Nc2cccc(C)c2C)cc1 (stereo not given)
  0%	6.9	0.38	0.8	1045	0.042	-0.15	0.18	1%	i	1548	0.56	4	i	4.7	-2%	3.2
Cc1cccc2sc(NC(=O)c3cccc(S(=O)(=O)N4CCc5ccccc54)c3)nc12
  5%	5.8	-0.85	0.6	1008	-0.046	0.076	0.73	27%	i	1281	-1.4	6	i	2.2	-7%	1.6
Cc1ccccc1-n1c(SCC(=O)N/N=C/c2sccc2C)nc2ccccc2c1=O
  -26%	30*	-0.33	0.5	1049	1.3	-0.23	0.7	-10%	i	1091	-0.32	-16	i	14*	-10%	21*
NC1=NC(=O)C(Cc2cc(Cl)ccc2Cl)S1 (stereo not given)
  -11%	2.5	0.2	0.7	1234	1.3	-0.21	0.95	-7%	i	1521	-0.17	7	i	4.4	-3%	1.5
